# High-throughput results as filed in PubChem BioAssay.
# DSG3 Ab inh = human desmoglein-3 autoantibody binding inhibition; P32926; DSG3-coupled beads, scFv-anti-DSG3-GFP binding, flow cytometry; active compounds read low; binding (percent of control), % at 10 µM; 310,000 compounds, 0.48% hits; AID 588358;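 active means binding more than 3 SD below its plate's average and above zero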;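 further: hits lower antibody fragment binding to DSG3; some compounds called inactive have numbers as strong as hits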
# SR-BI uptake up = enhances SR-BI lipid uptake from DiI-HDL; activation, % at 12.5 µM; 320,000 compounds, 0.096% hits; AID 504775; CHO ldlA[mSR-BI] cells, DiI-HDL uptake fluorescence, 3 h; 100 = double the neutral-control signal;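 active means mean replicate activation of at least 60% and every replicate at or above 60%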;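 further: 0% = median plate neutral-control signal and 100% = twice that signal; values of inactives mirror those of a sister screen read the other way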
#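 System: CHO ldlA[mSR-BI] cells / Medium: HEPES-buffered (25 mM, pH 7.4) F12 plus 0.5% BSA / Probe or stimulus: labelled HDL, 10 µg/mL / Doses: single compound concentration, delivered by pin transfer / Schedule: 3 h, 37 °C / Measured by: DiI fluorescence, bottom read / Measure: cell-associated DiI fluorescence as measure of HDL uptake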
# Arr AP2 block = blocks beta-arrestin peptide binding to AP2 adaptin; FITC-arrestin peptide / GST-AP2 beads, flow cytometry; AP2 beta2 appendage carries R879A mutation; inhibition, % at 10 µM; 340,000 compounds, 0.31% hits;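 active means inhibition above a set limit, near 3 SD of compounds lacking own fluorescence, cut at about 54% in these data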;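 further: plate controls were DMSO wells for no effect and 5 µM unlabelled arrestin peptide for full effect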
#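 System: GST-tagged AP2 beta2-adaptin appendage (R879A) on 4 µm glutathione beads / Reagent: FITC-arrestin peptide, 50 nM / Detection: HyperCyt-sampled flow cytometry, FL1 channel, ex 488/em 535 nm / Timing: 12 min plus 1 h, RT / Buffer or medium: PBS plus Tween 20 (0.05%) and BSA (0.1%)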
# NSD2 HMT inh = NSD2 (human) methyltransferase inhibition. O96028. NSD2 peptide methylation, AlphaScreen, 120 min. inhibition, % at 12.5 µM. 310,000 compounds, 0.54% hits. AID 743445; in the data active means inhibition above about 50%
# PKA-R1A activ = activators of PKA-R1A complex; PKA-R1A dissociation, Cy5-IP20 fluorescence polarization; scaled: DMSO 0%, 113 µM cGMP 100%; P00514+P68181; 340,000 compounds, 0.083% hits; activation, % at 11.4 µM; AID 504707;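 active means percent activation above the mean of all tested compounds plus 3 SD, cut at about 19% in these data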;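 further: higher means more PKAc released from R1A so a rise in polarization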
# SR-BI HDL uptake = mouse SR-BI HDL lipid transfer inhibition; Q61009; inhibition, % at 12.5 µM; ldlA[mSR-BI] CHO cells, DiI-HDL uptake fluorescence, 3 h; AID 488896; 320,000 compounds, 0.96% hits;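 active means mean replicate inhibition of at least 70% and a set share of replicates each scoring 70 or more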;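 further: 0% = median of neutral control wells and 100% = median of positive control wells; values of inactives mirror those of a sister screen read the other way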
# CDK5 inh = CDK5/p35 (human) kinase inhibition; Q00535+Q15078; Recombinant CDK5/p35, ADP-Glo luminescence, 60 min; inhibition, % at 10 µM; 330,000 compounds, 0.01% hits; AID 488839;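 active means highest replicate inhibition of at least 50% and at least 75% of replicates reaching 50%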;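 further: plate controls were DMSO neutral control for no effect and GW8510 at 10 µM for full effect; many of its hits are not listed in these tables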
# Target sequence (Q00535 whole entry, looked up): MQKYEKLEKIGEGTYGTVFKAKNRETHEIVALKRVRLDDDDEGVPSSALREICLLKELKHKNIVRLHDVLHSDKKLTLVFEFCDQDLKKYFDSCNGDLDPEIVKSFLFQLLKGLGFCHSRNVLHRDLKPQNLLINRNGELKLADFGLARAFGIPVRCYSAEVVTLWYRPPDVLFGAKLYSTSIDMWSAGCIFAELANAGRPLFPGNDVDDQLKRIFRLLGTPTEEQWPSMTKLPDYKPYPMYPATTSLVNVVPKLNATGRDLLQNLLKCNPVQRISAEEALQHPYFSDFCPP
# Target sequence (Q15078 whole entry, looked up): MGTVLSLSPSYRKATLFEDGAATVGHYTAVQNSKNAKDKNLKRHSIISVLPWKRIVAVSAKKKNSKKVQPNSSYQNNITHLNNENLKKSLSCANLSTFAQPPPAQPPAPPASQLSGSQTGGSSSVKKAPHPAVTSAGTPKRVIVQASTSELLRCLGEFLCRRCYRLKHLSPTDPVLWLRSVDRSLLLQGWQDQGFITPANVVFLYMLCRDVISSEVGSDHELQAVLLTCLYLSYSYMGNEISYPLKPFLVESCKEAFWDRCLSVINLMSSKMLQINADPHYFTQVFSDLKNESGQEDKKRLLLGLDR
# MITF TRPM1 HTS = increases MITF-driven TRPM1 promoter luciferase signal; SK-MEL-5 TRPM1-promoter luciferase, 24 h; % of positive control, neutral wells = 0; activation, % at 12.5 µM; 300,000 compounds, 0.75% hits;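 active means mean activation of at least 80% with every replicate also reaching 80%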;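 further: 0% = neutral control wells and 100% = parthenolide positive control wells; values of inactives mirror those of a sister screen read the other way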
# dFosB activator = enhances mouse delta FosB homodimer DNA binding; AID 493131; 340,000 compounds, 0.99% hits; purified delta FosB, TAMRA-CDK5 oligo fluorescence polarization; percent of positive-control signal above neutral wells; activation, % at 25 µM;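 active means mean activation above about 17%, with every replicate also reaching it, limit read from the data, passing the limit was not always enough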;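 further: fluorescence polarization rise as delta FosB binds a TAMRA Cdk5 AP-1 oligo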
# Mot1-301 SUMO = SUMOylation pathway inhibition by Mot1-301 growth rescue | AID 2716 | 320,000 compounds, 1% hits | S. cerevisiae Mot1-301 growth rescue, ATP luminescence, 38.5C; percent above DMSO median, 100 means doubled | growth rescue, % at 18.8 µM;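 active means every valid replicate shows activation above 250% relative to neutral control wells; inactive means the rest, any valid replicate at or below 250%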;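 further: OY570 slx delta 5 strain wells were the positive control but not used for scaling; some compounds called inactive have numbers as strong as hits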
# PKA-R2B act = activates the human PKA-R2B holoenzyme complex | 340,000 compounds, 0.079% hits | PKA-R2B holoenzyme dissociation, Cy5-IP20 fluorescence polarization; R2B truncated from residue 108, S112A mutant; 0% DMSO only, 100% 113 µM cGMP | activation, % at 11.4 µM | P22694+P31323;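 active means activation above a cutoff set at the mean over all compounds plus 3 SD, cut at about 18% in these data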;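 further: higher means more holoenzyme dissociation and a rise in polarization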
# Target sequence (P31323 whole entry, looked up, other chains not shown, the tested form may be a part): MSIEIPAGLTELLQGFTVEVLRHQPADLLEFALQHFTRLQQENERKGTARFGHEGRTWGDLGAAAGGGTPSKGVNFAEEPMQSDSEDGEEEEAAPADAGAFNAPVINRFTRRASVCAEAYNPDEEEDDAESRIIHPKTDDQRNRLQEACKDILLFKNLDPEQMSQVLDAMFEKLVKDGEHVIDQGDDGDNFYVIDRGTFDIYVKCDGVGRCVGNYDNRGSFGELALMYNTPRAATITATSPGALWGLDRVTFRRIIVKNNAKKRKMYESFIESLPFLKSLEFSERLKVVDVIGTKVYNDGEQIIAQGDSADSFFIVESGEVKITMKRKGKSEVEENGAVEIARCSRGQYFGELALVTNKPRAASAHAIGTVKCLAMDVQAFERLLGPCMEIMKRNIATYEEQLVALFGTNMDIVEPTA
# The depositor's hits bear a star; . = no result given. The order is random. Share with any hit: about 4.7%.
SMILES,DSG3 Ab inh,SR-BI uptake up,Arr AP2 block,NSD2 HMT inh,PKA-R1A activ,SR-BI HDL uptake,CDK5 inh,MITF TRPM1 HTS,dFosB activator,Mot1-301 SUMO,PKA-R2B act
CCOc1ccccc1N1CCN(C(=O)c2ccccc2SCC(=O)N2CCCC2)CC1,99,8,2,.,-1,-8,0.3,11,-8,-4,-4
Cc1ccc(-n2nc3c(=O)n(C(C)C(=O)NCCCc4ccccc4)nc(C)c3c2C)cc1 (centres undefined),101,0,23,-8,9,0,0.5,-34,-6,3,-1
COc1cc(/C=C2\SC(=S)N(CCC(=O)Nc3ccccc3)C2=O)cc(OC)c1OC,93,-33,-12,-1,1,33,-0.1,-5,-2,101,3
CCOC(=O)C1C(c2ccccc2)NC(=S)NC1(C)O (centres undefined),108,-58,-7,-2,2,58,-0.5,7,3,.,-4
COc1cccc(Nc2nc(-c3ccccc3O)nc3ccccc23)c1,121,-66,6,-3,-4,66,-0.2,-14,-15,1,0
Cc1cccc(C(=O)OCC(=O)N(C)c2ccccc2)c1C,95,-6,20,-2,-4,6,0.2,3,-6,-10,8
COc1ccc(-c2cc(C(F)(F)F)c(C#N)c(=O)[nH]2)cc1,102,37,-5,-10,6,-37,0.4,2,6,1,-10
NC(=O)c1cccnc1Nc1cccc([N+](=O)[O-])c1,112,-13,-12,-1,-13,13,-0.5,32,1,-6,-10
Cc1ncc(CO)c2c1Oc1nc(-c3ccccc3F)nc(SCC(=O)N(C)c3ccccc3)c1C2,111,2,26,17,-3,-2,0.0,-11,-36,38,-13
CC(C)(C)NC(=O)c1ccc2c3c(cccc13)CC2,102,24,-8,0,1,-24,-7.3,-4,1,-8,-10
CCOC(=O)N1CCN(C(=O)CSc2ccc3nnc(-c4ccncc4)n3n2)CC1,113,13,23,14,1,-13,1.4,4,-5,-13,-4
COc1ccc(CC(=O)N(C)C2CCCCC2)cc1S(=O)(=O)N1CCOCC1,95,30,-18,-1,-7,-30,0.7,1,-3,1,1
C[C@@H]1CCCCCCCCC(=O)OCCN1C(=O)OC(C)(C)C,106,9,-8,.,-7,-4,0.8,-4,4,-18,-2
CC(C)[C@H](NC(=O)c1ccccc1)C(=O)OCC(=O)Nc1ncc(Cl)cc1Cl,116,2,-4,-2,-1,-2,-1.6,2,-9,-8,-4
CC(=O)N1Cc2cc([N+](=O)[O-])ccc2Oc2ccccc21,91,-13,1,2,9,13,-0.1,16,-12,3,-5
O=C(Nc1ccc(S(=O)(=O)NCC2CCCO2)cc1)c1ccccc1 (centres undefined),96,0,16,-9,2,0,-3.9,3,-5,10,-2
O=C(c1cccc(Cl)c1)N1CCC(=O)N(C(COCc2cccc(Cl)c2)Cc2ccccc2)CC1 (centres undefined),103,-16,6,.,-11,16,0.8,-7,2,3,-7
Cc1cccc(Nc2nc(N)c([N+](=O)[O-])c(NCCO)n2)c1,.,7,9,3,-7,-7,18,.,0,1,-10
COc1ccc(Oc2ccc3c(C(F)(F)F)cc(C(F)(F)F)nc3n2)cc1,105,-30,4,13,-2,30,-6.1,11,-12,15,-1
O=C(OCC(=O)N1CCc2ccccc21)c1c2c(nc3ccccc13)CCCCC2,92,-59,24,-2,-6,59,1.8,21,1,-6,2
COc1ccc(C(=O)NC(=S)Nc2ccc(N3CCCC3)cc2)cc1OC,95,-40,-4,0,-13,40,0.9,-1,6,-16,-10
COc1ccc(CCN2CC(C(=O)N(C)C3CCOCC3)CCC2=O)cc1 (centres undefined),.,30,1,-4,-6,-30,.,11,3,11,-11
Cn1c(N)c(S(=O)(=O)c2ccc(Br)cc2)c2nc3ccccc3nc21,99,-14,6,.,1,14,-1.2,-9,8,193,-6
Cc1ccc(S(=O)(=O)NCC(C)n2cncn2)cc1 (centres undefined),103,10,-3,-4,-14,-10,-2.8,6,0,533*,-4
CCOC(=O)N1CCN(C(=O)CSc2nnc(Cc3ccccc3)o2)CC1,113,3,5,.,-6,-3,2.4,6,-7,-8,3
CCN(c1ccccc1)S(=O)(=O)c1cc2c(cc1C)n(C)c(=O)c(=O)n2C,107,16,5,.,2,-16,-0.4,-1,-4,-3,-3
Cc1cc(C)c(C)c(C(=O)COC(=O)CNC(=O)CN2C(=O)c3ccccc3C2=O)c1C,87,-9,7,0,1,9,0.6,-18,43*,-14,6
Cc1cc(C)cc(NC(=O)COC(=O)c2ccc3c(c2)OCCO3)c1,98,7,-48,-2,-2,-7,-1.1,10,0,21,-5
O=C(Nc1cccc2ncccc12)c1ccc(Br)c([N+](=O)[O-])c1,95,0,-7,-3,-6,0,-1.6,-8,-3,3,-3
CCCCC1(CO)C(=O)N(c2ccccc2)N(c2ccccc2)C1=O,111,6,36,7,5,-6,1.0,.,6,101,-1
N=c1c2c3c(sc2ncn1Cc1ccco1)CCCCC3,129,28,-6,5,-6,-28,-0.2,7,-3,-17,-6
Cc1cccc(C)c1NC(=O)CSc1nnc([C@H](C)NC(=O)OC(C)(C)C)o1,98,-13,30,0,1,13,-0.6,.,-1,-21,2
COc1ccc(N(CC(=O)NCc2ccco2)S(=O)(=O)c2ccc(C)cc2)cc1OC,111,.,16,-4,-1,.,-1.2,5,10,324,-6
CCN1CCCC1CNC(=O)CCc1nnc(CCC2CCCCC2)o1 (centres undefined),108,-1,-4,2,-7,1,-0.3,0,-3,-17,-2
CN(C)CCCN(C(=O)c1ccc(N2C(=O)CCC2=O)cc1)c1nc2c(F)cccc2s1,102,5,0,.,-4,-5,-0.5,15,-1,1,-1
CCOC(=O)C1CCN(C(=O)c2cc(S(=O)(=O)N3CCCCC3)ccc2C)CC1,119,34,28,-1,-9,-34,-0.1,1,-14,-9,-5
CC[C@]12c3[nH]c4cc(CCC(=O)N(C)C)ccc4c3CCN1C(=O)[C@@H](CC(=O)NCCCn1ccnc1)C[C@@H]2C(=O)N1CCN(C(=O)C2CC2)CC1,97,9,9,.,-3,-9,3.5,11,1,.,-8
Cc1ccc(C(=O)NNC(=O)CSc2nc(N)cc(N)n2)cc1,98,4,1,5,3,-4,-1.5,9,-6,-2,-4
CCN1CCN(C(=O)/C=C/c2ccc3c(c2)OCO3)CC1,96,5,4,2,5,-5,1.0,-1,4,-4,-5
CCOc1ccc(N(CC(=O)NCC2CCCO2)S(=O)(=O)c2ccc(C)cc2)cc1 (centres undefined),.,9,-12,0,-2,-9,0.2,3,-9,-7,-1
COc1ccc(NS(=O)(=O)c2cc(NC(=O)c3cc(F)c(F)cc3Cl)ccc2N2CCOCC2)cc1,105,-23,13,0,1,23,0.7,-9,21*,8,-7
O=C(Nc1cccc2ccccc12)c1ccc(F)cc1,110,13,-4,-3,1,-13,-0.2,19,-3,-8,-3
COc1ccc(-c2c(-c3ccsc3)oc(=O)c3cc(OC)c(OC)cc23)cn1,102,-10,-7,.,-12,10,1.6,-1,3,-10,8
Cc1ccc(NS(=O)(=O)c2ccc(-n3cccn3)cc2)c(C)c1,96,14,-3,-3,1,-14,-0.1,-7,-9,-14,-5
O=C(NCC1CCCO1)C1CCN(C2CCN(C(=O)C3CCCCC3)CC2)CC1 (centres undefined),97,24,5,-2,-2,-24,0.7,3,-4,-2,9
CCOc1ccc(N2CC(C(=O)Nc3ccccc3C(=O)N3CCOCC3)CC2=O)cc1 (centres undefined),.,10,15,-1,-1,-10,-1.3,-13,-2,128,-10
CCn1nc(C)c(Br)c1-c1nc(CS(=O)(=O)c2ccc(F)cc2)no1,115,-3,5,-5,2,3,0.1,8,-2,5,-1
Cn1c(=O)c2c(nc(SCc3cccnc3)n2Cc2ccc(F)cc2)n(C)c1=O,123,-27,-28,.,-2,27,0.0,5,-18,6,-11
COc1cc(C(O)CO)ccc1O (centres undefined),99,8,2,.,-20,-8,-2.3,3,9,-5,-3
O=C(CSc1nc2ccccc2o1)NC1CCCC1,99,7,-3,-3,-5,-7,-0.6,-6,-5,-1,-2
Cc1nn(Cc2ccccc2)c(C)c1C(=O)N1CCN(S(=O)(=O)/C=C/c2ccccc2)CC1,.,-7,-16,-2,-1,7,-0.8,-11,-12,-5,-3
Cc1ccc(SCC(=O)NC2CCS(=O)(=O)C2)cc1 (centres undefined),100,13,13,0,-2,-13,0.1,24,-2,244,-6
CN(C(=S)Nc1ccc(Oc2ccccc2)cc1)C1CCCCC1,84,-13,22,3,7,13,-0.8,2,-3,7,-6
CN(C)CC#CCOC(c1ccccc1)c1ccccc1,100,1,5,27,-5,-1,-2.4,7,-4,-11,-1
Brc1cccc(-c2n[nH]c(-c3ccccc3)n2)c1,110,-9,33,-1,-5,9,0.2,61,-19,49,-1
Cc1ccc(S(=O)(=O)c2nc(-c3ccccc3Cl)oc2N2CCN(C)CC2)cc1,130,6,33,10,-15,-6,-1.5,14,3,12,-1
CCC1CC(C(=O)Nc2ccccc2)C(=O)O1 (centres undefined),108,-8,4,-2,13,8,-2.4,5,-4,301*,5
CC(C)Cn1c(CN2CCN(C)C(CCO)C2)nc2ccccc21 (centres undefined),102,-5,0,2,-6,5,1.4,.,-2,-17,-8
COc1ccc(N2CCN(Cc3cc(=O)oc4ccc(C)cc34)CC2)cc1,93,-16,2,-2,6,16,-1.3,-4,-7,-14,-6
C=CCN(C(=O)Nc1ccc2oc(C)nc2c1)c1ccccc1,104,42,7,-22,3,-42,-1.2,11,1,189,5
COC(=O)CSC1=C(C#N)C(c2ccc(Cl)cc2)C(C(=O)OC)C(=O)N1 (centres undefined),.,-11,-3,0,-3,11,2.6,10,0,24,-2

# 2 entries picked at random from the list so far, as already listed:
SMILES,DSG3 Ab inh,SR-BI uptake up,Arr AP2 block,NSD2 HMT inh,PKA-R1A activ,SR-BI HDL uptake,CDK5 inh,MITF TRPM1 HTS,dFosB activator,Mot1-301 SUMO,PKA-R2B act
CCN1CCCC1CNC(=O)CCc1nnc(CCC2CCCCC2)o1 (centres undefined),108,-1,-4,2,-7,1,-0.3,0,-3,-17,-2
Cn1c(N)c(S(=O)(=O)c2ccc(Br)cc2)c2nc3ccccc3nc21,99,-14,6,.,1,14,-1.2,-9,8,193,-6
